GLP-1R inv ag: qHTS of GLP-1 Receptor Inverse Agonists (Inhibition Mode); HEK293 GLP-1R CRE-luciferase, luminescence, 24 h; GLP-1R form is constitutively active; Potency, µM (titrated, usually from 38.3 µM), inactives show at the highest dose activity change, negative = inhibition, usual class: inhibitors; 410,000 compounds, 1.6% hits; AID 624417, 2012; also: potency is read from the fitted curve at half-maximal effect; % is scaled to controls: 0 for no effect and ±100 for the full control effect; nearly all actives have a fitted effect of over 55% in size
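Inverse agonists were sought by their lowering of basal cAMP reporter luciferase output in HEK293 cells stably carrying constitutively active human GLP-1R, after 24 h compound treatment.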
aSyn rescue: qHTS of alpha-syn Inhibitors. Potency, µM (doses to about 46.1 µM), for inactives: at the highest dose growth rescue (activation), usual class: activators. Yeast expressing alpha-synuclein, growth rescue, BacTiter-Glo, 24 h. 370,000 compounds, 0.14% hits; also: potency is read from the fitted curve at half-maximal effect; % of control where 0% means no effect; nearly all actives have a fitted effect of over 65% in size
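Rescue of yeast growth: cells expressing toxic alpha-synuclein, induced in galactose at OD600 0.02, incubated with compound 24 h at 30 C. ATP luminescence quantified growth; inhibitors of toxicity appear as activators.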
TDP43 rescue: qHTS of TDP-43 Inhibitors | 410,000 compounds, 1.8% hits | TDP-43 expressing yeast growth rescue, BacTiter-Glo, 24 h | AID 652104, 2013 | Potency, µM (highest dose often 46.1 µM), for the others: at the top dose growth rescue (activation), hits mostly activators; also: potency is read from the fitted curve at half-maximal effect; % of control where 0% means no effect; nearly all actives have a fitted effect of over 50% in size
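Cell-based yeast growth screen: TDP-43 expression induced in galactose, inoculum OD600=0.02 after raffinose pregrowth to mid-log. Read-out BacTiter-Glo luminescence at 24 hr, 30 deg C; inhibition of toxicity seen as signal increase.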
Abeta yeast res: qHTS for compounds that reverse cellular toxicity of Amyloid beta (A-beta) peptide in yeast: Primary Screen | 410,000 compounds, 0.063% hits | Potency, µM (doses to about 46.1 µM), for inactives: top-dose growth rescue, actives largely listed as activators | AID 1347071, 2019 | yeast expressing A-beta42, growth rescue, OD600, 48 h; response scale: 0% DMSO, 100% iron-clioquinol control; also: potency is read from the fitted curve at half-maximal effect; nearly all actives have a fitted effect of over 55% in size
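Growth rescue measured by 600 nm absorbance after 48 h yeast culture at 30 C with compound. Values normalized between DMSO and an equimolar ferric chloride plus clioquinol control.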
FUS suppressor: qHTS for Suppressors of FUS Proteinopathy: Primary screen using FUS-linked yeast assay. S. cerevisiae FUS-expressing, growth rescue, OD600, 24 h. Potency, µM (doses to about 76.6 µM), for the others: top-dose growth rescue (activation), usual class: activators. 390,000 compounds, 0.24% hits. AID 1347120, 2019;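 also: potency is read from the fitted curve at half-maximal effect; plate controls were DMSO vehicle for no effect and reference control for full effect; nearly all actives have a fitted effect of over 55% in size; some results filed as inactive show a strong effect at the top dose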
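Restored growth of FUS-toxic S. cerevisiae, read as 600 nm absorbance after 24 h at 30C in galactose medium (starting OD 0.005). Controls CP55940 and DMSO.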
pAkt inh: HTS Assay for Inhibitors of Akt Phophorylation: Primary Screen; Neuro2A IGF-stimulated pAkt S473 HTRF, 20 min; hits give low values; activity change, % for hits at 50 µM; 360,000 compounds, 0.32% hits; in the data active = activity change below about -80%; inconclusive = mostly about -51% to -80%; also: % is scaled to controls: 0 for no effect and ±100 for the full control effect
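Single-point screen (50 µM final compound) in Neuro2A cells stimulated 20 min with 6 nM IGF at 37 deg C. After lysis, Ser473-phosphorylated Akt read by HTRF (ex 330 nm, em 615/665 nm) as the 665/615 ratio.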
GLP1R ag: qHTS of GLP-1 Receptor Agonists | Glucagon-like peptide 1 receptor (Homo sapiens), P43220 | HEK293 GLP-1R CRE-luciferase, luminescence, 4-6 h; cells express a hypersensitive GLP-1R form | Potency, µM (top dose mostly 45.6 µM), without a hit: at the top dose activation, most hits filed as activators | 380,000 compounds, 0.007% hits | AID 624172, 2012; also: potency is read from the fitted curve at half-maximal effect; % of control where 0% means no effect
D3 antag: qHTS of D3 Dopamine Receptor Antagonist: qHTS. D(3) dopamine receptor (Homo sapiens), P35462. D3R cells, DiscoveRx beta-arrestin luminescence, antagonist mode; hits give low values. max response, negative = inhibition, %. 360,000 compounds, 2.5% hits; in the data active = max response below about -50%; inconclusive = no clear call, values can overlap the other calls; also: % is scaled to controls: 0 for no effect and ±100 for the full control effect; mostly tested at two doses, the higher about 12 µM
Target sequence (P35462 whole entry, looked up): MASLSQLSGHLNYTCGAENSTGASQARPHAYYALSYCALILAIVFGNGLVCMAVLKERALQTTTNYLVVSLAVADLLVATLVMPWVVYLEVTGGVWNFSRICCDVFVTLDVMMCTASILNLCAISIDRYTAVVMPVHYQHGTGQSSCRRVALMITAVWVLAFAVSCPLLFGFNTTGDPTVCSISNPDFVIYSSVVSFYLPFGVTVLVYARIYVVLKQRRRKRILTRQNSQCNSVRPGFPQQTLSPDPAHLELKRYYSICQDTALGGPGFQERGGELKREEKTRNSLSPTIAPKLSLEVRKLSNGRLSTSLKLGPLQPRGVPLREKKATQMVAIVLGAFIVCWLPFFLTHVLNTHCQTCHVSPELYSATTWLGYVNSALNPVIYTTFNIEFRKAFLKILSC
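Cells plated overnight at 1500 cells/well, then exposed to library compounds with dopamine controls for 90 minutes at 37 degrees C. DiscoveRx reagent added for 30–60 minutes at room temperature; luminescence read, quantitative HTS format.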
PTHR1 ag: qHTS for PTHR1 Agonists: Primary Screen. Parathyroid hormone/parathyroid hormone-related peptide receptor (Homo sapiens), Q03431. HEK293 GP2 PTHR1 cells, GloSensor cAMP luminescence, 1 h. Potency, µM (top dose mostly 115 µM), without a hit: top-dose activation, usual class: activators. 410,000 compounds, 0.075% hits; also: potency is read from the fitted curve at half-maximal effect; nearly all actives have a fitted effect of over 55% in size; some results filed as inactive show a strong effect at the top dose; inactives centre near -15; many of its hits are not listed in these tables
Target sequence (Q03431 whole entry, looked up): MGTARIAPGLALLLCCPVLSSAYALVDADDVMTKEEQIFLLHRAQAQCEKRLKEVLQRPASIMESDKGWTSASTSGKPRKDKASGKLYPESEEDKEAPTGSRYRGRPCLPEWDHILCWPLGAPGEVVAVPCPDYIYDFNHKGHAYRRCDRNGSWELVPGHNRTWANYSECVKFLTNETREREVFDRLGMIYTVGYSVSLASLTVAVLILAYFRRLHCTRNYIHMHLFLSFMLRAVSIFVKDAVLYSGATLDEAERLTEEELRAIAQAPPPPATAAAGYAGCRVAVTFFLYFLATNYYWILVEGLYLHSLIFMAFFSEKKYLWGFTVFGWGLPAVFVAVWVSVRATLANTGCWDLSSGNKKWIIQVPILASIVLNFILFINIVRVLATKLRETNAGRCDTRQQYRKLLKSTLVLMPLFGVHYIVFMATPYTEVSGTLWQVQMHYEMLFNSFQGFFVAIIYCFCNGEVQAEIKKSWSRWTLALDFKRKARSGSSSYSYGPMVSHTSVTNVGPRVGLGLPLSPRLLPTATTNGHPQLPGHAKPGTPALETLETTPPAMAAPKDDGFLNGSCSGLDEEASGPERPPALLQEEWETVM
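HEK-293-derived GP2 cells expressing PTHR1 and a GloSensor cAMP reporter, 3,000/well, plated overnight, given luciferin plus IBMX (each 0.5 mM as added) for 1 h at 37 °C, then compound for 1 h at 37 °C. Luminescence was read after 15 min at room temperature.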
* marks the source's active call; other numbers are inactive results; i = inactive; ? = inconclusive; . = not tested or not shown; [ ] = another dose, or the depositor's remark. Unless noted, calls follow the shape of the dose curve; as a rule, active = well fitted curve in the direction sought with a large enough effect; inconclusive = small, poorly fitted or top-dose-only effect, or another doubt; inactive = no such curve, though single readings can be large; an effect the other way counts as inactive or inconclusive.

| No. | compound | GLP-1R inv ag | aSyn rescue | TDP43 rescue | Abeta yeast res | FUS suppressor | pAkt inh | GLP1R ag | D3 antag | PTHR1 ag |
| --- | --- | --- | --- | --- | --- | --- | --- | --- | --- | --- |
| 1 | COc1ccccc1N1CC(C(=O)OCC(=O)c2c(N)n(C)c(=O)n(C)c2=O)CC1=O (configuration not stated) | 9.5% | 0.3% | 14.7% | 0.7% | -39.8% | i | 1.1% | 12.8 | -19.7% |
| 2 | COc1ccc(CC(=O)N/N=C/C=C/c2cccc([N+](=O)[O-])c2)cc1OC | 15.8% | 2.9% | 3.9% | 2.3% | 28.4% | i | 15.0% | 5.5 | i |
| 3 | O=C(O)c1ccc(NCc2cccnc2)c([N+](=O)[O-])c1 | 6.1% | 1.0% | -10.1% | -5.2% | 3.1% | i | -2.8% | -82.6* | ? |
| 4 | Cc1onc(-c2ccccc2Cl)c1C(=O)NC(=S)Nc1ccc(C(C)(C)C)cc1 | -72.7% | 13.0% | 7.5% | -2.0% | 25.4% | i | -4.3% | -11.3 | i |
| 5 | Cn1c(SCC(=O)Nc2ncc(C(F)(F)F)cc2Cl)nnc1-c1ccc(Cl)cc1 | 22.2% | -1.4% | -7.2% | 8.4% | . | i | -35.7%[inhibitor] | -5.1 | i |
| 6 | COc1ccc(C(=O)Nc2ccc(S(=O)(=O)NCc3ccco3)cc2)cc1OC | 4.1% | 0.7% | 17.0% | -7.7% | 8.9% | i | -5.4% | 18.6 | i |
| 7 | COc1ccc2oc(=N)c(C(=O)Nc3ccc(Cl)cc3)cc2c1 | 13.6% | -1.6% | 0.3% | -1.7% | -19.8% | i | -3.4% | -1.8 | -40.7%[inhibitor] |
| 8 | Cc1ccc(CN2CCSc3ccc(C(=O)Nc4ccc(F)cc4F)cc32)cc1 | ? | . | -6.5% | -13.5% | 29.3% | . | . | . | i |
| 9 | CC(CNC(=O)COC(=O)c1cccs1)c1ccccc1 (configuration not stated) | 9.3% | 11.9% | 22.0% | 23.7% | . | i | 3.6% | 16.0 | -0.3% |
| 10 | COc1ccc(-c2ccc(C(=O)NCc3cccs3)c3occc23)c(C)c1 | ? | 3.1% | 16.1% | 2.5% | 8.6% | i | -7.5% | 0.0 | -63.8%[inhibitor] |
| 11 | O=c1[nH]c(=O)n(Cc2ccco2)c2c1C(C(F)(F)F)(C(F)(F)F)N=C(c1ccco1)N2 | 2.8% | 0.4% | -2.4% | -7.2% | 3.3% | i | -2.3% | 9.5 | -16.7%[57.5 µM] |
| 12 | Cc1ccc(S(=O)(=O)N2CCCCC2)cc1NC(=O)COC(=O)c1cccc(O)c1 | ? | -1.6% | 12.7% | 7.7% | 5.6% | i | 10.6% | -1.8 | i |
| 13 | O=C(Cn1c(=O)n(-c2ccc(F)cc2)c(=O)c2sc3ccccc3c21)NC1CCCCC1 | -29.1% | . | 8.0% | -7.0% | -10.8% | . | 0.2% | . | -52.3%[inhibitor] |
| 14 | C=CCN1C=CC(=CC=C(C#N)C#N)C=C1 | -0.9% | 0.0% | 0.4% | -11.6% | -30.8% | i | -0.2% | 12.2 | i |
| 15 | COCCn1c(C)cc(C(=O)CSc2nnc(C3CC3)n2C2CC2)c1C | 13.1% | -14.4% | 0.4% | 3.2% | . | i | -0.1% | -12.8 | i |
| 16 | CCc1nc2ccc(C(=O)Nc3ccc(OC)c(OC)c3)cn2c1N(CC)Cc1ccc(OC)c(OC)c1 | 77.3%[activator] | 4.0% | 3.5% | -9.1% | 14.0% | i | ? | 33.4 | i |
| 17 | COc1cccc(N/N=C(\C#N)S(=O)(=O)C(C)(C)C)c1 | -8.4% | -2.1% | -8.0% | -13.8% | 11.9% | i | 4.1% | 0.0 | -15.0% |
| 18 | Nc1nc(NC(=O)c2cccc(S(=O)(=O)N3CCCCCC3)c2)nc(-c2ccccc2)n1 | 7.5% | -20.0% | -14.8% | 6.5% | 35.6% | i | 2.6% | -17.6 | 2.2%[57.5 µM] |
| 19 | CC(=O)N1c2ccccc2NC2=C(C(=O)CC(C)(C)C2)C1c1cccn1C (configuration not stated) | 4.5% | -3.0% | -6.5%[9.22 µM] | -5.6% | 13.3% | i | -1.7% | -16.5 | i |
| 20 | Nc1o[nH]c(=O)c1Cc1ccccc1 | 3.4% | 0.2% | -16.7% | -5.9% | -30.6% | i | -1.0% | -24.9 | 18.0% |

Six entries out of the list above, ordered by the value under GLP1R ag, falling.
# | SMILES | GLP-1R inv ag | pAkt inh | GLP1R ag | D3 antag | PTHR1 ag
9 | CC(CNC(=O)COC(=O)c1cccs1)c1ccccc1 (configuration not stated) | 9.3% | i | 3.6% | 16.0 | -0.3%
15 | COCCn1c(C)cc(C(=O)CSc2nnc(C3CC3)n2C2CC2)c1C | 13.1% | i | -0.1% | -12.8 | i
20 | Nc1o[nH]c(=O)c1Cc1ccccc1 | 3.4% | i | -1.0% | -24.9 | 18.0%
19 | CC(=O)N1c2ccccc2NC2=C(C(=O)CC(C)(C)C2)C1c1cccn1C (configuration not stated) | 4.5% | i | -1.7% | -16.5 | i
3 | O=C(O)c1ccc(NCc2cccnc2)c([N+](=O)[O-])c1 | 6.1% | i | -2.8% | -82.6* | ?
6 | COc1ccc(C(=O)Nc2ccc(S(=O)(=O)NCc3ccco3)cc2)cc1OC | 4.1% | i | -5.4% | 18.6 | i

Values in list order from the list:
D3 antag, entries 11 to 20, in order: 9.5, -1.8, ., 12.2, -12.8, 33.4, 0.0, -17.6, -16.5, -24.9
Abeta yeast res, entries 11 to 20, in order: -7.2%, 7.7%, -7.0%, -11.6%, 3.2%, -9.1%, -13.8%, 6.5%, -5.6%, -5.9%
GLP-1R inv ag, entries 11 to 20, in order: 2.8%, ?, -29.1%, -0.9%, 13.1%, 77.3%[activator], -8.4%, 7.5%, 4.5%, 3.4%

Other entries
| No. | compound | GLP-1R inv ag | aSyn rescue | TDP43 rescue | Abeta yeast res | FUS suppressor | pAkt inh | GLP1R ag | D3 antag | PTHR1 ag |
| --- | --- | --- | --- | --- | --- | --- | --- | --- | --- | --- |
| 21 | COc1cc(OC)c(-c2nn3c(-c4ccco4)nnc3s2)cc1OC | 114.1%[activator] | -1.2% | 0.7% | -25.0% | . | i | 29.9% | -4.0 | -8.6% |
| 22 | Clc1ccc(OCc2nnc(SCc3nc4ccccc4[nH]3)n2Cc2ccco2)cc1 | ? | 16.8% | 16.7% | 21.4% | ? | i | 0.3% | -22.0 | -33.0%[inhibitor][57.5 µM] |
| 23 | CCN(c1ccccc1)S(=O)(=O)c1ccc(Cl)c(C(=O)OCC(=O)NC(=O)C(C)C)c1 | -18.5% | 15.6% | -10.5% | -5.0% | 18.6% | i | -6.6% | 25.5 | -15.3% |
| 24 | CC1CN(C(=O)C(C)Sc2nc3ccccc3s2)CC(C)O1 (configuration not stated) | ? | -3.3% | 11.9% | -2.6% | 3.0% | i | 5.4% | 22.5 | -3.7%[57.5 µM] |
| 25 | CCc1ccc(Nc2n[n+](-c3ccccc3)c(-c3cc(OC)c(OC)cc3Br)s2)cc1 | -9.3% | 9.6% | 9.8% | -11.5% | 44.2% | i | -3.1% | -50.9* | i |
| 26 | CC1=NN(C(=O)c2ccccc2Br)C(O)(c2ccc(Cl)cc2)C1 (configuration not stated) | 3.16µM* | -1.9% | -0.4% | 1.5% | -7.5% | i | 10.5% | 0.6 | -24.0% |

Part of the list above, set out differently.
[23] CCN(c1ccccc1)S(=O)(=O)c1ccc(Cl)c(C(=O)OCC(=O)NC(=O)C(C)C)c1
[24] CC1CN(C(=O)C(C)Sc2nc3ccccc3s2)CC(C)O1 (configuration not stated)

| assay / entry | 23 | 24 |
| --- | --- | --- |
| GLP-1R inv ag | -18.5% | ? |
| aSyn rescue | 15.6% | -3.3% |
| TDP43 rescue | -10.5% | 11.9% |
| Abeta yeast res | -5.0% | -2.6% |
| FUS suppressor | 18.6% | 3.0% |
| pAkt inh | i | i |
| GLP1R ag | -6.6% | 5.4% |
| D3 antag | 25.5 | 22.5 |
| PTHR1 ag | -15.3% | -3.7%[57.5 µM] |

Screens (PubChem BioAssay)

Some of the compounds tested, so the mix of outcomes need not match the whole.
